Bioassay records (PubChem BioAssay)
SUMO1-SIM PPI = alters human SUMO1 binding to SIM partners. P63165. SUMO1 binding to a labelled peptide, TR-FRET, 1 h. 360,000 compounds, 0.33% hits. inhibition, % at 20 µM. AID 602429; in the data active = inhibition above about 37%
LMPTP inh = LMPTP (human) inhibition; 360,000 compounds, 0.22% hits; AID 651560; recombinant LMPTP-A, OMFP fluorogenic substrate, fluorescence intensity; inhibition, % at 20 µM; P24666;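 active = compounds that cut the enzyme signal by at least half of the control window in the single-dose screen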;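 also: plate controls were DMSO wells with enzyme plus substrate for no effect and substrate without enzyme for full effect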
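Test system: LMPTP-A phosphatase enzyme; input: 0.625 nM LMPTP-A final; reagent: OMFP substrate, 400 µM final; compound dosing: 20 µM single dose, 3% DMSO; incubation: 50 min dark incubation at room temperature; measured by: endpoint fluorescence intensity from OMFP dephosphorylation; measure: % inhibition relative to no-enzyme and uninhibited control wells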
Scp-1 inhibitor = inhibitors of human Scp-1 phosphatase. Recombinant Scp1, phosphopeptide, malachite green phosphate absorbance. inhibition, % at 20 µM. 340,000 compounds, 0.88% hits. AID 493091;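 active = inhibition above about 50% at 20 µM, limit read from the data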;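 also: plate controls were DMSO wells with enzyme for no effect and wells lacking enzyme for full effect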
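Material: truncated SCP-1 phosphatase (76-261aa) / Buffer or medium: 50 mM Tris acetate pH 5.5, 0.005% Tween-20, 10 mM MgCl2 / Compound dosing: one concentration, 20 µM, with 1.0% DMSO / Incubation: 45 min room-temperature reaction, 5 min colour, 30 min stabiliser / Detection: colorimetric free-phosphate detection, absorbance 630 nm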
Tb MetRS inh = blocks T. brucei methionyl-tRNA synthetase activity; inhibition, % at 11.9 µM; AID 624268; purified T. brucei MetRS, ATP depletion, Kinase-Glo luminescence; 360,000 compounds, 0.4% hits;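 active = inhibition above a per-plate cutoff of the control wells' mean inhibition plus 3 SD, cut at about 5.5% in these data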;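 also: 0% = DMSO wells median and 100% = median of wells with control inhibitor compound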
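Measured by: Kinase-Glo luciferase luminescence reporting remaining unconsumed ATP. Material: purified T. brucei MetRS enzyme. Doses: 11.9 µM compound single dose, 0.9% DMSO. Medium: HEPES buffer containing pyrophosphatase, BSA, spermine, DTT. Times: 15 min preincubation, 2 h reaction, all 25 °C. Reagent: methionine, ATP and bulk E. coli tRNA.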
NadD block = blocks S. aureus nicotinate mononucleotide adenylyltransferase; purified NadD enzyme, colorimetric absorbance read-out; inhibition, % at 20 µM; 360,000 compounds, 0.78% hits; AID 602399; in the data active = inhibition above about 26%; also: some compounds past the cut are filed as inactive
Rpn11 inh = inhibitors of human proteasome Rpn11; O00487; human 26S proteasome, Ub4-pepOG fluorescence polarization; 20S core pre-blocked with epoxomicin; calls only at 20 µM; 360,000 compounds, 0.59% hits; AID 588493;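 active = inhibition at 20 µM, scaled to each plate's controls, above about 33%, limit read from the data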
PABP1 MLLE inh = blocks PAM2 peptide binding to the PABP1 MLLE domain | GST-MLLE / FITC-PAM2 fluorescence polarization | P11940 | inhibition, % at 20 µM | AID 588489 | 360,000 compounds, 0.36% hits; in the data active = inhibition above about 35%, passing the limit was not always enough;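 also: plate controls were DMSO wells with GST-MLLE for no effect and wells lacking GST-MLLE protein for full effect; some results filed as inactive read as strong as hits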
STEP block = inhibitors of human striatal-enriched phosphatase STEP; P54829; recombinant STEP, OMFP fluorogenic substrate, fluorescence; inhibition, % at 20 µM; 360,000 compounds, 0.25% hits; AID 588621;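 active = inhibition at 20 µM, scaled per plate between control wells, above about 37%, limit read from the data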;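 also: 0% = DMSO with enzyme and substrate and 100% = substrate only without enzyme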
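System: STEP (striatal-enriched tyrosine phosphatase) enzyme, cell-free; medium: Bis-Tris pH 6.0 buffer with DTT, detergent; dosing: 20 µM, 1% DMSO; times: reaction 20 min, ambient temperature; detection: fluorescence, 480/540 nm; read-out basis: normalized % inhibition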
CSN inh = CSN deneddylation inhibition. Purified CSN, SCF-Nedd8-OG deneddylation, fluorescence polarization. inhibition, % at 12.5 µM. 360,000 compounds, 0.38% hits. AID 651999;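 active = pattern-corrected inhibition above about 35%, with an unprinted fluorescence ratio check between 0.5 and 1.5, limit read from the data, passing the limit was not always enough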;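 also: 0% = enzyme with substrate and 100% = substrate without enzyme; some results filed as inactive read as strong as hits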
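test system = HEK293T-derived human Csn5 enzyme | amount = 0.24 nM Csn5 enzyme, final concentration | medium = Tris/NaCl/DTT buffer, pH 7.5 | schedule = 90 min reaction at room temperature | signal = FP | evaluation = inhibition of Csn5 cleavage, % | compound dosing = single dose of 12.5 µM compound with 0.25% DMSO | probe or stimulus = 10 nM SCFSkp2-Nedd8OG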
DNMT1 block = blocks human DNA methyltransferase DNMT1. DNMT1 molecular beacon, Hinp1I cleavage, fluorescence. inhibition (reported as % activation of signal), % at 10 µM. 360,000 compounds, 0.83% hits. AID 588458; in the data active = inhibition above about 50%
Target sequence (P26358 504-1616 limits assumed): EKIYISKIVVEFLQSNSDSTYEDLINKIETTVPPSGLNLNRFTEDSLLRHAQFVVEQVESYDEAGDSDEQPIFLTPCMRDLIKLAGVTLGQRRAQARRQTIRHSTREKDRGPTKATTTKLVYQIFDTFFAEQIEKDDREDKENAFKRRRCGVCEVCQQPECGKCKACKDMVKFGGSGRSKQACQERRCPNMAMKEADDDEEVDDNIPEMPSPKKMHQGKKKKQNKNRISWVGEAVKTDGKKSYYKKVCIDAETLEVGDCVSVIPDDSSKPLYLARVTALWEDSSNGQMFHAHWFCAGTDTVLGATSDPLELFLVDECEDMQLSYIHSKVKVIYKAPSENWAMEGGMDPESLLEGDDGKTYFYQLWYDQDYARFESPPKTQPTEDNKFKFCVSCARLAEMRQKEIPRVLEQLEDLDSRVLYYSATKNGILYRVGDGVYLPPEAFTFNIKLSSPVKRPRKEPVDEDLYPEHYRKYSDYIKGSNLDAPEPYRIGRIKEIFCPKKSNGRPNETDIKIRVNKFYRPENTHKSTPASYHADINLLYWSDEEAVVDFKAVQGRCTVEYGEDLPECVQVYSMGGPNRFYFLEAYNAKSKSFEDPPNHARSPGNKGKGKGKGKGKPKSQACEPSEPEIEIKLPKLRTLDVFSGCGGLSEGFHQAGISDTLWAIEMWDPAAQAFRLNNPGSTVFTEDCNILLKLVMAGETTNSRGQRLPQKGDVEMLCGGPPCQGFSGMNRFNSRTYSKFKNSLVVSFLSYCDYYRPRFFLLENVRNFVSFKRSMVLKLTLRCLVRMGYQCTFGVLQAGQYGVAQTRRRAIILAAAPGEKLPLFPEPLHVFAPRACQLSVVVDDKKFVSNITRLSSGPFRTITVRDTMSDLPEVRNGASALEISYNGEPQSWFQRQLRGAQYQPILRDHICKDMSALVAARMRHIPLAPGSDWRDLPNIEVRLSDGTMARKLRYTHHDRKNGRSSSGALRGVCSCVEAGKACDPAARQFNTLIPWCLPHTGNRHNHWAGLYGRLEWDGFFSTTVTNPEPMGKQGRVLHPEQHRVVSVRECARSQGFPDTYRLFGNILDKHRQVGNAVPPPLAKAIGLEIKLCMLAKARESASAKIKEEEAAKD
* marks the source's active call; other numbers are inactive results. The list is partial; the hit share may differ from the screen's.

For CC(Cc1ccccc1)NC(=O)C(c1ccc(N)cc1)c1ccc(N)cc1 (stereo not given) the results were SUMO1-SIM PPI -1, LMPTP inh 0.1, Scp-1 inhibitor -5, Tb MetRS inh -0.2, NadD block 1, Rpn11 inh inactive, PABP1 MLLE inh 0, STEP block -2, CSN inh 1 and DNMT1 block -17.
`O=C1C2CCCN2C(c2cccnc2)N1c1cccc(Cl)c1` (stereo not given) gave SUMO1-SIM PPI 0, LMPTP inh 0.7, Scp-1 inhibitor -7, Tb MetRS inh 0.4, NadD block 4, Rpn11 inh inactive, PABP1 MLLE inh 4, STEP block 1, CSN inh 2 and DNMT1 block -2.
For CN(C)CC(C(=O)Cc1ccccc1)c1ccccc1 (stereo not given) the results were SUMO1-SIM PPI 4, LMPTP inh -1.0, Scp-1 inhibitor -2, Tb MetRS inh 0.0, NadD block -1, Rpn11 inh inactive, PABP1 MLLE inh 10, STEP block 0, CSN inh 0 and DNMT1 block 4.
For CC[N+]12CCC(CC1)C(=C(c1ccccc1)c1ccccc1)C2 the results were SUMO1-SIM PPI 1, LMPTP inh -1.5, Scp-1 inhibitor 9, Tb MetRS inh -0.9, NadD block 0, Rpn11 inh inactive, PABP1 MLLE inh -16, STEP block -2, CSN inh -7 and DNMT1 block 4.
For CC1CN(c2ccc([N+](=O)[O-])cc2Cl)CCN1 (stereo not given) the results were SUMO1-SIM PPI -18, LMPTP inh 8.9, Scp-1 inhibitor -3, Tb MetRS inh 0.8, NadD block 29, Rpn11 inh inactive, PABP1 MLLE inh -4, STEP block 1, CSN inh 2 and DNMT1 block -1.
Screening O=c1c2ccccc2nc(/C=C\c2ccccc2[N+](=O)[O-])n1-c1ccccc1O returned SUMO1-SIM PPI -8, LMPTP inh 2.1, Scp-1 inhibitor 1, Tb MetRS inh 0.5, NadD block 2, Rpn11 inh inactive, PABP1 MLLE inh 12, STEP block 2, CSN inh -2 and DNMT1 block -3.
For COC(=O)C1=C(c2ccc(F)cc2OCc2ccccc2)C[C@@H]2CC[C@H]1N2C(=O)NCc1cc(C)oc1C(F)(F)F the results were SUMO1-SIM PPI -1, LMPTP inh 5.7, Scp-1 inhibitor -11, Tb MetRS inh -0.4, NadD block -12, Rpn11 inh inactive, PABP1 MLLE inh 5, STEP block 1, CSN inh -1 and DNMT1 block -4.
Screening NC(Cc1ccccc1)c1nc(-c2ccccc2)no1 (stereo not given) returned SUMO1-SIM PPI 3, LMPTP inh 5.4, Scp-1 inhibitor -2, Tb MetRS inh -0.6, NadD block -6, Rpn11 inh inactive, PABP1 MLLE inh 14, STEP block -2, CSN inh -5 and DNMT1 block 1.
For Cc1ccc2c(c1)Oc1ccccc1N=C2 the results were SUMO1-SIM PPI -4, LMPTP inh 0.1, Tb MetRS inh -0.3, NadD block -7, Rpn11 inh inactive, PABP1 MLLE inh 11, STEP block -3, CSN inh 4 and DNMT1 block 4.
O=C(Nc1ccc(C(=O)O)cc1)Oc1ccc(N(CCCl)CCCl)cc1 was read as SUMO1-SIM PPI 8, LMPTP inh 0.0, Tb MetRS inh -0.1, NadD block 4, Rpn11 inh inactive, PABP1 MLLE inh -1, STEP block 0, CSN inh 3 and DNMT1 block -2.
CN(C)C(=O)Oc1ccc(OC(=O)N(C)C)cc1 was read as SUMO1-SIM PPI -1, LMPTP inh 0.0, Scp-1 inhibitor -15, Tb MetRS inh -0.3, NadD block 2, Rpn11 inh inactive, PABP1 MLLE inh 9, STEP block -3, CSN inh 4 and DNMT1 block 2.
`CSc1nc(N)c(N=Nc2ccc([As](=O)(O)O)cc2)c(=O)[nH]1` gave SUMO1-SIM PPI 39*, LMPTP inh 43, Scp-1 inhibitor 16, Tb MetRS inh -0.1, NadD block 0, Rpn11 inh inactive, PABP1 MLLE inh 23, STEP block 0, CSN inh 4 and DNMT1 block 18.
CC1=C(C)CC2(C(=O)NC(=O)NC2=O)C(C)C1 (stereo not given) was read as SUMO1-SIM PPI 7, LMPTP inh -1.5, Scp-1 inhibitor -3, Tb MetRS inh 0.4, NadD block -1, Rpn11 inh inactive, PABP1 MLLE inh 10, STEP block -4, CSN inh 1 and DNMT1 block 6.
CS(=O)(=O)c1ccc(C(=O)N2CCC(C(=O)O)(c3ccccc3)CC2)cc1 was read as SUMO1-SIM PPI 5, LMPTP inh -0.7, Scp-1 inhibitor -3, Tb MetRS inh -0.7, NadD block -1, Rpn11 inh inactive, PABP1 MLLE inh -11, STEP block -2, CSN inh -6 and DNMT1 block 2.
Cc1cccc(NC(=O)CSc2nnc([C@@H](N)Cc3c[nH]c4ccccc34)o2)c1C was read as SUMO1-SIM PPI -2, LMPTP inh -0.8, Scp-1 inhibitor 12, Tb MetRS inh 2.6, NadD block 2, Rpn11 inh inactive, PABP1 MLLE inh 14, STEP block -1, CSN inh 3 and DNMT1 block -6.
CC(=O)Nc1ccccc1OC(=O)N(C)C was read as SUMO1-SIM PPI 1, LMPTP inh -1.5, Scp-1 inhibitor -4, Tb MetRS inh -1.6, NadD block 4, Rpn11 inh inactive, PABP1 MLLE inh 19, STEP block -11, CSN inh 1 and DNMT1 block 3.
Screening N/C(=N\[N+](=O)[O-])N/N=C/c1ccc(O)cc1 returned SUMO1-SIM PPI -5, LMPTP inh -1.6, Scp-1 inhibitor -4, Tb MetRS inh -0.8, NadD block 7, Rpn11 inh inactive, PABP1 MLLE inh -4, STEP block -6, CSN inh -3 and DNMT1 block 1.
CSc1ncc(Cl)c(C(=O)O)n1 (tested in a mixture with another compound) was read as SUMO1-SIM PPI 1, LMPTP inh -3.7, Scp-1 inhibitor -5, Tb MetRS inh -1.1, NadD block -2, Rpn11 inh inactive, PABP1 MLLE inh -2, STEP block 2, CSN inh 2 and DNMT1 block 3.
For Nc1ccccc1N=Cc1c(O)n(CCC2=CCCCC2)c(=O)[nH]c1=O the results were SUMO1-SIM PPI 13, LMPTP inh -1.5, Scp-1 inhibitor -4, Tb MetRS inh -3.8, NadD block 11, Rpn11 inh inactive, PABP1 MLLE inh -28, STEP block 6, CSN inh 24 and DNMT1 block 23.
`CC(C(N)=O)N1CC(c2ccc(Cl)cc2)CC1=O` (stereo not given) gave SUMO1-SIM PPI 1, LMPTP inh -0.4, Scp-1 inhibitor -3, Tb MetRS inh -0.3, NadD block -2, Rpn11 inh inactive, PABP1 MLLE inh -5, STEP block 3, CSN inh 0 and DNMT1 block 1.
`CCC(C)(C)n1nnnc1CN1CCC(n2c(C)nc3cc(C(F)(F)F)ccc32)CC1` gave SUMO1-SIM PPI 0, LMPTP inh 1.1, Scp-1 inhibitor 3, Tb MetRS inh -1.5, NadD block -3, Rpn11 inh inactive, PABP1 MLLE inh 8, STEP block -2, CSN inh -4 and DNMT1 block 2.
Screening COc1ccc(C(c2ccc(OC)cc2)C(Cl)(Cl)Cl)cc1 returned SUMO1-SIM PPI 6, LMPTP inh 2.8, Scp-1 inhibitor -15, Tb MetRS inh 0.0, NadD block 8, Rpn11 inh inactive, PABP1 MLLE inh 21, STEP block -1, CSN inh 0 and DNMT1 block -6.
Cc1ccc(-c2nc(N3CCOCC3)s[n+]2-c2ccccc2)cc1 was read as SUMO1-SIM PPI -2, LMPTP inh 2.6, Scp-1 inhibitor 7, Tb MetRS inh -0.2, NadD block 7, Rpn11 inh inactive, PABP1 MLLE inh -58, STEP block -1, CSN inh -18 and DNMT1 block 9.

Compounds shown so far containing four or more nitrogen atoms, in the order listed:
`CSc1nc(N)c(N=Nc2ccc([As](=O)(O)O)cc2)c(=O)[nH]1` gave SUMO1-SIM PPI 39*, LMPTP inh 43, Scp-1 inhibitor 16, Tb MetRS inh -0.1, NadD block 0, Rpn11 inh inactive, PABP1 MLLE inh 23, STEP block 0, CSN inh 4 and DNMT1 block 18.
Cc1cccc(NC(=O)CSc2nnc([C@@H](N)Cc3c[nH]c4ccccc34)o2)c1C was read as SUMO1-SIM PPI -2, LMPTP inh -0.8, Scp-1 inhibitor 12, Tb MetRS inh 2.6, NadD block 2, Rpn11 inh inactive, PABP1 MLLE inh 14, STEP block -1, CSN inh 3 and DNMT1 block -6.
Screening N/C(=N\[N+](=O)[O-])N/N=C/c1ccc(O)cc1 returned SUMO1-SIM PPI -5, LMPTP inh -1.6, Scp-1 inhibitor -4, Tb MetRS inh -0.8, NadD block 7, Rpn11 inh inactive, PABP1 MLLE inh -4, STEP block -6, CSN inh -3 and DNMT1 block 1.
For Nc1ccccc1N=Cc1c(O)n(CCC2=CCCCC2)c(=O)[nH]c1=O the results were SUMO1-SIM PPI 13, LMPTP inh -1.5, Scp-1 inhibitor -4, Tb MetRS inh -3.8, NadD block 11, Rpn11 inh inactive, PABP1 MLLE inh -28, STEP block 6, CSN inh 24 and DNMT1 block 23.
`CCC(C)(C)n1nnnc1CN1CCC(n2c(C)nc3cc(C(F)(F)F)ccc32)CC1` gave SUMO1-SIM PPI 0, LMPTP inh 1.1, Scp-1 inhibitor 3, Tb MetRS inh -1.5, NadD block -3, Rpn11 inh inactive, PABP1 MLLE inh 8, STEP block -2, CSN inh -4 and DNMT1 block 2.
